HEK293 NOD2/NF-kB – NOD2 signaling inhibitors, cell-based, luminescence, uHTS, HEK293 (AID 1566) | 290,000 tested, 0.63% active | inhibition, % at 4 µM, or EC50 in µM where a hit was titrated | HEK293 NOD2/NF-kB luciferase reporter, luminescence; higher % means a stronger effect; further: many of its hits are not listed in these tables
KOR beta-arrestin-1 – KOR antagonists, beta-arrestin recruitment, cell-based, luminescence, uHTS (AID 1778); inhibition, % at 10 µM; hits with a dose series show IC50 in µM; KOR beta-arrestin recruitment, luminescence, antagonist mode; higher % means a stronger effect; 290,000 tested, 0.091% active; Kappa-type opioid receptor (Homo sapiens); further: strong numbers were not always called active
human PMI inhibition – inhibitors of human PMI, primary screen, biochemical, fluorescence intensity, coupled assay (AID 1209); one-dose inhibition, % at 20 µM; IC50 in µM for titrated hits; 190,000 tested, 0.42% active; Mannose-6-phosphate isomerase (Homo sapiens); purified PMI enzyme, coupled fluorescence intensity; higher % means a stronger effect;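 further: plate controls were DMSO vehicle for no effect and wells lacking substrate for full effect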
LYP phosphatase – inhibitors of LYP phosphatase, biochemical, fluorescence intensity, uHTS (AID 1779). Tyrosine-protein phosphatase non-receptor type 22 (Homo sapiens). recombinant LYP phosphatase, fluorescence intensity; higher % means a stronger effect. one-dose inhibition, % at 11.5 µM; IC50 in µM for titrated hits. 290,000 tested, 0.054% active;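 further: plate controls were vehicle with enzyme for no effect and no enzyme for full effect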
XIAP antagonists – XIAP antagonists, biochemical, IAP family, fluorescence polarization (AID 1018). E3 ubiquitin-protein ligase XIAP (Homo sapiens). XIAP BIR domain, fluorescence polarization peptide displacement; higher % means a stronger effect. displacement, % at 20 µM; hits with a dose series show IC50 in µM. 200,000 tested, 0.007% active; in the data active means displacement above about 50%; further: a part of the inactive calls stands beside numbers as strong as those of hits
KOR beta-arrestin-2 – KOR agonists, beta-arrestin recruitment, primary screen, cell-based, luminescence, uHTS (AID 1777) | 280,000 tested, 0.02% active | KOR beta-arrestin recruitment, luminescence; higher % means a stronger effect | Kappa-type opioid receptor (Homo sapiens) | one-dose activation, % at 10 µM; EC50 in µM for titrated hits; in the data active means activation above about 50%, passing the limit was not always enough; further: a part of the inactive calls stands beside numbers as strong as those of hits
NOD1 NF-kB reporter – NOD1 signaling inhibitors, primary screen, cell-based, luminescence, uHTS (AID 1578). NOD1-driven NF-kB luciferase reporter cells, luminescence; higher % means a stronger effect. inhibition, % at 4 µM; hits with a dose series show EC50 in µM. 290,000 tested, 1% active; in the data active means inhibition mostly above about 36%, no sharp cut-off; inactive means mostly below about 34%;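 further: HEK-293T reporter cells stimulated with the NOD1 agonist gamma-tri-DAP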
TNAP activators – human TNAP enzyme activators, primary screen, biochemical, luminescent, no phosphate acceptor, uHTS (AID 1001) | Alkaline phosphatase, tissue-nonspecific isozyme (Homo sapiens) | purified TNAP, luminescent activation assay, no phosphate acceptor; higher activation fold means a stronger effect | activation fold at 20 µM; hits with a dose series show EC50 in µM | 200,000 tested, 0.03% active; in the data active means activation fold from about 3, or a potency from the dose series; inactive means the rest, 99 in 100 with activation fold below about 1.6; further: many of its hits are not listed in these tables
human PMI inhibitors – human PMI inhibitors, high substrate, primary screen, biochemical, fluorescence intensity, high mannose 6-phosphate (AID 1220); inhibition, % at 20 µM, or IC50 in µM where a hit was titrated; Mannose-6-phosphate isomerase (Homo sapiens); recombinant PMI enzyme, coupled fluorescence intensity; higher % means a stronger effect; 190,000 tested, 0.66% active
* hit, by the source's call; . = no result given; [ ] = remark or other dose. Unless noted, no stated cut-off is given here; in the data, active means inhibition above about 50%; inactive means the rest. Not all compounds are listed. The share of hits here may be higher or lower than overall.

SMILES	HEK293 NOD2/NF-kB	KOR beta-arrestin-1	human PMI inhibition	LYP phosphatase	XIAP antagonists	KOR beta-arrestin-2	NOD1 NF-kB reporter	TNAP activators	human PMI inhibitors
CCCCOc1ccc(/C=c2\sc3ncnn3c2=O)cc1	-7%	-8%	-4%	0%	0.4%	6.5%	-6%	1.2	-5%
Cc1ccc(C(=O)Nc2nnc(NC(=S)Nc3ccccc3)s2)cc1	-24%	0%	20%	-2%	-4.0%	-4.8%	-38%	1.2	10%
CCC(c1nnc(SCC(=O)Nc2ccc(NC(C)=O)cc2)n1Cc1ccccc1)N(C)C (configuration not stated)	-13%	-8%	.	-10%	.	3.6%	-35%	.	.
COc1ccc(CCNS(=O)(=O)c2ccc(OC)cc2)cc1	14%	17%	-11%	-13%	-5.6%	-2.4%	-10%	1	-9%
O=C(O)C1C2C=CC(C2)C1C(=O)NC(c1ccccc1)c1ccccc1 (configuration not stated)	-7%	18%	-1%	5%	-2.9%	-1.5%	-7%	1	-2%
COc1nc(Oc2ccc(C(=O)O)cc2)nc(Oc2ccc(C(=O)O)cc2)n1	0%	-13%	7%	-6%	-6.4%	3.9%	9%	1.1	9%
CCCC(C)NC(=O)COc1ccc(Sc2ccc(OCC(=O)NC(C)CCC)cc2)cc1 (configuration not stated)	31%	-55%	11%	-8%	-2.9%	28%	10%	1.5	-7%
CCOC(=O)CC1COCCN1Cc1cn[nH]c1-c1ccc2c(c1)OCO2 (configuration not stated)	-17%	-16%[20 µM]	0%	-4%	-0.1%	.	-10%	0.8	2%
Cc1ccc(OCC(=O)N/N=C/c2ccc([N+](=O)[O-])o2)cc1	21%	-20%	-8%	2%	-4.5%	-1.4%	-12%	0.9	-19%
CCOC(=O)CNC(=O)CSc1nnc(-c2ccco2)n1N	-2%	-32%	4%	-5%	-7.3%	-1.2%	-13%	1.1	6%
CCc1ccc(OCC(=O)N(Cc2ccccc2)C2CCS(=O)(=O)C2)cc1 (configuration not stated)	0%	-19%	.	-6%	.	-1.7%	-12%	.	.
O=C(c1cc(Cl)ccc1[N+](=O)[O-])N1CCc2ccccc2C1	18%	.	8%	0%	-8.6%	-1.4%	-4%	1.1	12%
Cc1c(C)c2ccc(OC(C)C(=O)N3CC[C@@]4(O)CCCC[C@H]4C3)c(C)c2oc1=O (some centres not stated)	20%	-42%[20 µM]	.	-10%	.	-1.2%	6%	.	.
CCOC(=O)c1ccc(S(=O)(=O)N2CCN(CCC#N)CC2)cc1	13%	11%	-2%	-11%	-4.0%	-4.8%	-11%	1	-7%
C=CCNC(=O)C1(S(=O)(=O)c2ccccc2)CC=CC1	12%	-7%[20 µM]	.	-8%	.	-3.6%	-22%	.	.
CN(C)c1ccc(N=Nc2cccc3ccoc23)cc1	-202%	28%	.	-1%	.	1.1%	-6%	.	.
COCc1c(C#N)c(NCCc2ccc(F)cc2)nc(C)c1[N+](=O)[O-]	7%	-27%	7%	-3%	-1.7%	-2.9%	-15%	1	9%
O=C(Nc1ccccc1[N+](=O)[O-])c1cncc(Br)c1	5%	-14%	-4%	-4%	0.2%	1.4%	-12%	1.1	-2%
O=C(c1snnc1-c1ccccc1)N1CCOCC1	9%	-11%	-8%	-8%	-3.2%	1.0%	-32%	1	-6%
Cc1ccc2oc(C(=O)NCc3ccc4c(c3)OCO4)c(C)c2c1	-49%	-41%	6%	2%	-8.4%	2.1%	-34%	1	-2%
O=c1c(-c2ccccc2)coc2c(CN3CCCCC3)c(O)ccc12	-8%	-62%[20 µM]	.	-5%	.	-0.7%	-31%	.	.
Cc1ccc2nc3c(c(Nc4cccc(O)c4)c2c1)CCC3	12%	-6%	.	4%	.	-1.3%	-12%	.	.
COc1ccc(Nc2oc(-c3ccco3)nc2S(=O)(=O)c2ccc(F)cc2)cc1	-9%	22%	24%	1%	-16%	-6.1%	-17%	1	19%
COc1ccc(S(=O)(=O)N(C)CC(=O)Nc2ccccc2OC)cc1C	15%	7%	11%	-5%	-1.5%	-3.2%	-8%	1.1	11%
COc1ccccc1NC(=O)CSc1nnc(-c2ccoc2C)n1C	14%	-26%	.	-2%	.	1.3%	-31%	.	.
O=C(Nc1nc(-c2ccncc2)cs1)c1ccc(F)cc1	15%	-38%	-10%	-5%	-3.0%	8.8%	-14%	1.2	-5%
CCN(CC)C(=O)C1CCN(S(=O)(=O)c2ccc3oc4ccccc4c3c2)CC1	32%	-27%	5%	-3%	-0.8%	0.6%	36%	1	3%
COCc1cc(=O)[nH]c(Nc2nc3ccccc3o2)n1	-130%	15%	13%	-1%	-0.8%	0.5%	-16%	1.5	8%
COc1ccc(NC(=O)/C(C#N)=C/c2c(C)nn(-c3ccc(F)cc3)c2Cl)cc1Cl	-4%	-10%	-2%	-3%	-8.5%	1.1%	46%	1	-9%
CCC(=O)N1CCN(c2nc3ccccc3s2)CC1	-45%	16%	5%	-5%	-5.7%	-2.2%	-32%	1.2	3%
Cc1c(CCOC(=O)c2ccc(N3CCOCC3)c([N+](=O)[O-])c2)sc[n+]1CC#N	-15%	38%	.	-3%	.	0.0%	20%	.	.
COc1ccc(Sc2nnc(-c3ccccc3)cc2C#N)cc1	26%	4%	-1%	-4%	-8.1%	-2.1%	-12%	1.1	3%
COc1ccccc1CNc1n[nH]c(NCc2ccccc2OC)n1	7%	24%	0%	-2%	-3.2%	-2.5%	.	1.1	-2%
COc1cc2c(cc1OC)CN(C(=O)c1ccc(Br)o1)CC2	14%	15%	.	-4%	.	-1.8%	-2%	.	.
CCOC(=O)C1CCCN(C(=O)C2CCCN(S(C)(=O)=O)C2)C1 (configuration not stated)	10%	-5%	5%	-8%	-1.2%	5.0%	9%	1.1	5%
O=C(CNc1ccccc1)c1ccc([N+](=O)[O-])cc1	-9%	15%	-56%	1%	-2.6%	1.8%	-38%	1	-91%

Two entries from above, with each value named.
> O=C(Nc1nc(-c2ccncc2)cs1)c1ccc(F)cc1
- HEK293 NOD2/NF-kB = 15%
- KOR beta-arrestin-1 = -38%
- human PMI inhibition = -10%
- LYP phosphatase = -5%
- XIAP antagonists = -3.0%
- KOR beta-arrestin-2 = 8.8%
- NOD1 NF-kB reporter = -14%
- TNAP activators = 1.2
- human PMI inhibitors = -5%
> CCN(CC)C(=O)C1CCN(S(=O)(=O)c2ccc3oc4ccccc4c3c2)CC1
- HEK293 NOD2/NF-kB = 32%
- KOR beta-arrestin-1 = -27%
- human PMI inhibition = 5%
- LYP phosphatase = -3%
- XIAP antagonists = -0.8%
- KOR beta-arrestin-2 = 0.6%
- NOD1 NF-kB reporter = 36%
- TNAP activators = 1
- human PMI inhibitors = 3%

Look-ups from the entries so far.
Reading for CCOC(=O)C1CCCN(C(=O)C2CCCN(S(C)(=O)=O)C2)C1 (configuration not stated) in XIAP antagonists: -1.2%
Reading for COc1ccc(Sc2nnc(-c3ccccc3)cc2C#N)cc1 in KOR beta-arrestin-2: -2.1%
Reading for O=C(CNc1ccccc1)c1ccc([N+](=O)[O-])cc1 in human PMI inhibition: -56%

Following part
SMILES	HEK293 NOD2/NF-kB	KOR beta-arrestin-1	human PMI inhibition	LYP phosphatase	XIAP antagonists	KOR beta-arrestin-2	NOD1 NF-kB reporter	TNAP activators	human PMI inhibitors
O=C(CCNS(=O)(=O)c1cccc2nonc12)N1CCN(c2cccc(Cl)c2)CC1	-2%	28%	6%	-2%	-5.9%	3.9%	13%	1	4%
O=C(CCN1C(=O)c2ccccc2C1=O)NC1=NCCS1	11%	-5%	4%	-1%	0.2%	0.3%	-20%	1.1	6%
CCOc1ccc(C2/C(=C(\O)c3cccc(OC)c3)C(=O)C(=O)N2c2cc(C)on2)cc1OC (configuration not stated)	-3%	10%	3%	-3%	-5.7%	0.0%	-21%	1.1	-6%
O=P(O)(CCCP(=O)(O)CCc1ccccc1)CCc1ccccc1	4%	-14%	-5%	4%	1.1%	-2.3%	-9%	1	-6%
Cc1c(Br)c([N+](=O)[O-])nn1CC(=O)N1CCCc2ccccc21	11%	0%	13%	0%	-8.2%	6.2%	-8%	1	14%
O=C(OCC#CCSc1nnc(-c2ccc(Br)cc2)o1)c1cccs1	-13%	18%	9%	-6%	-1.6%	-2.9%	-19%	1.1	16%
CC(=O)Nc1ccc(S(=O)(=O)N2C(C)CCCC2C)cc1 (configuration not stated)	0%	20%	.	-2%	.	-4.8%	-3%	.	.
CCCCN(CC)Cc1c(C)[nH]c2c(ccc3ccccc32)c1=O	-3%	11%	.	-6%	.	1.6%	-5%	.	.
COc1cccc(C(O)Cc2nc3ccccc3n2C)c1OC (configuration not stated)	19%	14%[20 µM]	-2%	-5%	-2.3%	-2.9%	-11%	1.1	-10%
CCC(C(=O)Nc1cc(Cl)c(OC)cc1OC)c1ccccc1 (configuration not stated)	22%	7%	5%	-3%	-4.6%	-6.7%	-42%	1.2	2%
Cc1ccc(CNC(=O)CO/N=C/c2ccc(C(C)(C)C)cc2)cc1	16%	-40%	20%	-11%	-3.4%	1.9%	43%	1.1	10%
Cc1c(NC(=O)CSc2nc3c(cnn3-c3ccccc3)c(=O)[nH]2)c(=O)n(-c2ccccc2)n1C	9%	30%	4%	-5%	0.0%	1.9%	-16%	1.2	-8%
O=C(Nc1ccc(Oc2cccnc2)cc1)C1CCN(Cc2cccc(Cl)c2)CC1	30%	-39%	.	-10%	.	7.4%	29%	.	.
Cc1ccccc1NS(=O)(=O)c1ccc(OCC(=O)NCc2cccnc2)cc1	21%	13%	9%	-5%	-0.7%	-3.3%	-9%	1.1	-2%
COC(=O)c1ccccc1NC(=O)c1nc2nc(C)cc(C(F)F)n2n1	0%	3%	3%	-2%	0.4%	-0.4%	-17%	1.1	-3%
O=C(COC(=O)C1(c2ccccc2F)CCCC1)N1CCN(C(=O)c2ccco2)CC1	15%	-4%	-7%	-2%	0.2%	-0.9%	5%	1.1	-5%
Cc1noc(C)c1COC(=O)COc1ccc2c(C)cc(=O)oc2c1	-8%	-17%	-10%	-10%	-3.4%	0.3%	-24%	1.2	-7%
CCCOC(=O)CCc1n[nH]c(=O)[nH]c1=O	5%	-20%	4%	-2%	-13%	.	-12%	1.1	3%
COc1ccc2c(c1)CCCC21SC(NC(C)=O)=NN1C(C)=O (configuration not stated)	23%	-4%	-2%	-2%	-3.8%	-4.2%	-15%	1.2	2%
CO/N=C/C(C#N)c1ncc(C(F)(F)F)cc1Cl (configuration not stated)	30%	-24%	-2%	-4%	-4.9%	-0.3%	27%	1	-3%
Cc1ccccc1-n1ncc2c1CC(C)(C)CC2NC(=O)c1snnc1C (configuration not stated)	3%	-14%	.	-8%	.	2.0%	-3%	.	.
O=C(Nc1ccccc1F)C1CCN(S(=O)(=O)c2cccc3nonc23)CC1	-13%	-42%	.	-8%	.	8.4%	38%	.	.
Cc1c(C(=O)N(C)CCc2cnn(C)c2)oc2c(F)cccc12	12%	-19%	.	-6%	.	-0.2%	-6%	.	.
CN1CCN(C(=O)C23CCC(C)(c4nc5ccccc5nc42)C3(C)C)CC1 (configuration not stated)	1%	-6%	7%	-2%	-0.4%	0.3%	-13%	1.1	2%
Cc1ccc(S(=O)(=O)NCC2(c3ccccc3)CCN(C)CC2)cc1	6%	-23%	.	-6%	.	0.2%	-21%	.	.
N#Cc1c(N)nc2c(c1N)CC(COc1ccccc1)O2 (configuration not stated)	-38%	-8%	4%	-2%	2.2%	7.1%	.	1.1	0%

Screening results deposited in PubChem BioAssay by Sanford-Burnham Center for Chemical Genomics.
